ARNT-TACC3 inh: disrupts binding between human ARNT and TACC3; Q9Y6A5; AlphaScreen His-ARNT PAS-B/GST-TACC3 binding, luminescence; TACC3 fragment carries E629A point mutation; inhibition, % at 9.99 µM; actives 0.66% (n = 390,000); AID 623870;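 active = mean inhibition of replicates at least 50% and at least half of replicates each reaching 50%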;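 note: 0% = complete ARNT plus TACC3 wells and 100% = ARNT alone without TACC3; many hits fall short of the cut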
esBAF inh: blocks esBAF chromatin remodeling in mouse ES cells. Bmi1-luciferase knock-in reporter, 24 h; 100% = twice the neutral-well signal. reporter increase, % at 12.5 µM. actives 2% (n = 350,000); in the data active = activation above about 40%;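 note: 0% = median of the plate's neutral control wells and 100% = double that signal; a rise in the Bmi1 reporter signal indicates esBAF inhibition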
ERp5 block: ERp5 (human) disulfide isomerase inhibition. actives 0.05% (n = 350,000). ERp5 insulin aggregation, absorbance 650 nm, 90 min. inhibition, % at 9.99 µM. Q15084;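 active = mean replicate inhibition above about 25%, with every replicate also reaching it, limit read from the data, passing the limit was not always enough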
Target sequence (Q15084 whole entry, looked up): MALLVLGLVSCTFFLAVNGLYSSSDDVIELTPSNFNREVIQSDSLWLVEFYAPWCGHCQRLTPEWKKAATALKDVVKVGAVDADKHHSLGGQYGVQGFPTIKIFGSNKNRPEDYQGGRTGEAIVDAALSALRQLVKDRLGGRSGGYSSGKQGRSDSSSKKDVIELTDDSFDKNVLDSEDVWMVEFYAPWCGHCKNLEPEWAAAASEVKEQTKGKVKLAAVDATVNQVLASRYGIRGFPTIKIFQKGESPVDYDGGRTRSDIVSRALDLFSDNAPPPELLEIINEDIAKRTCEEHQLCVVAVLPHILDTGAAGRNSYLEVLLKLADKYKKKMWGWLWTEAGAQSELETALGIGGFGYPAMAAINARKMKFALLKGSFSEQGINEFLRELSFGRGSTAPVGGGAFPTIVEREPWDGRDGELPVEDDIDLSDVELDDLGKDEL
SIRT5 inh: blocks human SIRT5 desuccinylation of peptide; Purified SirT5, succinyl-peptide AMC, trypsin-coupled fluorescence; Q9NXA8; actives 1.1% (n = 330,000); AID 652115; inhibition, % at 15 µM; in the data active = inhibition above about 15%
Target sequence (Q9NXA8 whole entry, looked up): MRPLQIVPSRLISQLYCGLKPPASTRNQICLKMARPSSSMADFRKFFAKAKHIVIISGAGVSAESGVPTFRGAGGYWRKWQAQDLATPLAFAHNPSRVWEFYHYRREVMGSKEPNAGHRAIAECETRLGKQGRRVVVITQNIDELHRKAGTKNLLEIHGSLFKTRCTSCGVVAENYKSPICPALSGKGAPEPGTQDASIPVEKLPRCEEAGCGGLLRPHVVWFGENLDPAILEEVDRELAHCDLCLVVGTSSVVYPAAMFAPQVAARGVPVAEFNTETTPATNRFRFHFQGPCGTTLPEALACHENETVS
miR122 inh: inhibitors of miR-122 in Huh7 cells; activation (reporter increase), % at 12.5 µM; actives 0.3% (n = 340,000); Huh7 miR-122 Renilla luciferase sensor, 48 h; neutral wells = 0, positive control = 100;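 active = mean replicate activation score at least 90 and every replicate individually at or above 90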;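 note: higher luciferase means less miR-122 activity so hits act as miR-122 inhibitors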
Cneo AK release: causes C. neoformans cell lysis; adenylate kinase release luminescence, 4 h; normalised: neutral wells 0, clomiphene wells 100; lysis activity, % at 15 µM; actives 0.2% (n = 360,000); AID 651654;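 active = mean lysis activity across replicates of at least 80%, whatever share of replicates individually reach that level; inactive = mean lysis activity below 80%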
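Signal: Adenylate kinase release luminescence | Assay system: Log-phase Cryptococcus neoformans yeast cells | Input: Cells at 5 × 10^6 per mL | Buffer or medium: Fresh YPD growth medium | Compound: Single dose | Schedule: Static 4 h at 37 °C with compound, 1 h detection | Controls: Clomiphene | Read-out: Luminescence rise reflecting yeast cell lysis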
Statin myotox sup: protects C2C12 myotubes from simvastatin toxicity; AID 602340; rescue of ATP level, % at 7.49 µM; actives 0.78% (n = 330,000); ATP luminescence, 48 h; scaled: DMSO 0, geranylgeraniol control 100;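 active = mean ATP rescue above about 67%, or every replicate alone reaching that limit, limit read from the data, passing the limit was not always enough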;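 note: myotubes were challenged with 10 µM simvastatin during compound exposure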
Numbers without * were called inactive; [ ] = dose if it differs, or a comment.

For COc1ccc(-c2cn(CC[C@@H]3CC[C@@H](NC(=O)c4cnccn4)[C@@H](CO)O3)nn2)cc1 the results were ARNT-TACC3 inh 0, esBAF inh 0, ERp5 block -6, SIRT5 inh 4, Cneo AK release 6 and Statin myotox sup -1.
COCCn1cnc2c(c1=O)c1nc3ccccc3nc1n2/N=C/c1ccc(OC)c(OC)c1 was read as ARNT-TACC3 inh 37, ERp5 block 2 and SIRT5 inh -3.
OCCNc1nc(Nc2ccccc2Oc2ccccc2)nc(N2CCCC2)n1 was read as ARNT-TACC3 inh 23*, esBAF inh -4, ERp5 block 3, SIRT5 inh -4, Cneo AK release 5 and Statin myotox sup 10.
O=C(NCCSc1c[nH]c2ccccc12)C1CC1 was read as ARNT-TACC3 inh 0, esBAF inh 7, ERp5 block -6, SIRT5 inh -2, miR122 inh 1, Cneo AK release 0 and Statin myotox sup 11.
For CCC(=O)Nc1ccc(NC(=O)c2ccco2)c(OC)c1 the results were esBAF inh 23, miR122 inh -8, Cneo AK release 0 and Statin myotox sup -8.
NC1=NN(c2cccc(C(=O)O)c2)C(=O)C1 was read as esBAF inh 21, miR122 inh -4, Cneo AK release 3 and Statin myotox sup -4.
Screening CCNC(=S)N/N=C/c1cccc(/C=N/NC(=S)NCC)c1 returned ARNT-TACC3 inh 0, ERp5 block -3 and SIRT5 inh -2.
For COc1ccc(-n2cnc3sccc3c2=O)cc1 the results were ARNT-TACC3 inh -10, esBAF inh 0, ERp5 block 5, SIRT5 inh -3, miR122 inh 0, Cneo AK release 13 and Statin myotox sup -10.
`NC(=O)c1sc2nc(-c3cccnc3)ccc2c1N` gave ERp5 block -6, SIRT5 inh -1, miR122 inh -7 and Cneo AK release 0.
For Cc1ccc(C2(C)NC(=O)N(CC(=O)NC(=O)NC(C)C)C2=O)cc1 (stereo unspecified) the results were ARNT-TACC3 inh 2, esBAF inh -1, ERp5 block 0, SIRT5 inh -1, miR122 inh -2, Cneo AK release 0 and Statin myotox sup 9.
Screening CNC(=O)c1sccc1Oc1ccc(F)cc1[N+](=O)[O-] returned ARNT-TACC3 inh 0, ERp5 block -2 and SIRT5 inh 1.
Screening C/C(NCCc1ccc(O)cc1)=C1/CCOC1=O returned esBAF inh -1, ERp5 block -1, SIRT5 inh -1, miR122 inh -10, Cneo AK release 0 and Statin myotox sup 2.
C[C@H](O)C#Cc1ccc2c(c1)O[C@H](CN(C)CC1CCOCC1)[C@H](C)CN([C@H](C)CO)S2(=O)=O was read as ARNT-TACC3 inh 6, esBAF inh -2, miR122 inh -3[16.7 µM], Cneo AK release 1 and Statin myotox sup -8.
`CCN(CC)c1ccc(NC(=O)CN2CCN(c3ccccn3)CC2)cc1` gave ARNT-TACC3 inh 8, esBAF inh 0, ERp5 block 0, SIRT5 inh 6, miR122 inh 4, Cneo AK release -1 and Statin myotox sup 5.
`CCOC(=O)c1cc(OC)c2cccc(CN3CCCC(C)(C(=O)NCCOC)C3)c2c1` (stereo unspecified) gave esBAF inh -13, ERp5 block 5, miR122 inh -1, Cneo AK release 3 and Statin myotox sup 0.
`O=C(NC1CCCCC1)c1cc(-c2ccccc2O)on1` gave esBAF inh 83*, ERp5 block 1, SIRT5 inh -7, miR122 inh -8, Cneo AK release 0 and Statin myotox sup -3.
`CC(=O)c1ccc(S(=O)(=O)N2CCN(C(=O)c3ccc(N)c([N+](=O)[O-])c3)CC2)cc1` gave ARNT-TACC3 inh 0, esBAF inh 1, SIRT5 inh 1, miR122 inh 9, Cneo AK release 0 and Statin myotox sup -18.
Screening C[C@H](CO)N1C[C@H](C)[C@H](CN(C)C(=O)CCC(F)(F)F)OCCCC[C@H](C)Oc2ccc(NS(=O)(=O)c3ccc(F)cc3)cc2C1=O returned ARNT-TACC3 inh 10, esBAF inh 0, ERp5 block 6, SIRT5 inh 6, miR122 inh 3[16.7 µM] and Cneo AK release 10.
For COc1ccc(CNC(=O)CN(c2ccccc2)S(=O)(=O)c2ccccc2[N+](=O)[O-])cc1 the results were ARNT-TACC3 inh 4, esBAF inh 5, ERp5 block 0, SIRT5 inh -3, miR122 inh -1, Cneo AK release -13 and Statin myotox sup -3.
Screening Cn1cc2ccc([N+](=O)[O-])cc2n1 returned ARNT-TACC3 inh -5, esBAF inh 7, ERp5 block 4, SIRT5 inh 1 and Statin myotox sup 6.
Screening Cc1ccc(S(=O)(=O)N2CCCCC2CCNC(=O)C(=O)NCC2CCCO2)cc1 (stereo unspecified) returned ARNT-TACC3 inh -1, esBAF inh 5, ERp5 block 2, SIRT5 inh -3, Cneo AK release 0 and Statin myotox sup 0.
CCC(C)c1c(O)nc(SCC(=O)N2CCCCC2)[nH]c1=O (stereo unspecified) was read as ARNT-TACC3 inh -1, esBAF inh -12, ERp5 block -3, SIRT5 inh -3 and Statin myotox sup 3.
Screening Cc1ccc(C2CC(=O)C=C(NCc3ccccc3)C2)cc1 (stereo unspecified) returned ARNT-TACC3 inh -3, ERp5 block 3, SIRT5 inh -4, miR122 inh 5 and Cneo AK release 0.
Screening CC(C)=CC(=O)OCC(=O)Nc1cc(C)cc(C)c1 returned ARNT-TACC3 inh 7, esBAF inh 1, ERp5 block -5, SIRT5 inh -1, miR122 inh -9, Cneo AK release -1 and Statin myotox sup 5.
`CCNC(=S)N1CCC(C(=O)c2ccc(F)cc2)CC1` gave esBAF inh -3, ERp5 block -2, miR122 inh 3, Cneo AK release 0 and Statin myotox sup -3.
Screening Cc1ccc(NC(=O)Cn2cc(C(F)(F)F)cc(Cl)c2=O)cc1S(=O)(=O)N1CCCCC1 returned ARNT-TACC3 inh -1, esBAF inh 3, ERp5 block 0, SIRT5 inh 12, miR122 inh -5, Cneo AK release -2 and Statin myotox sup 1.
`CC1Oc2ccccc2N(Cc2cccc(F)c2)C1=O` (stereo unspecified) gave ARNT-TACC3 inh -2, esBAF inh -4, ERp5 block 7, SIRT5 inh -3, miR122 inh -4, Cneo AK release 3 and Statin myotox sup 3.
CS(=O)(=O)N(CC(=O)NC1CCCC1)Cc1ccc(Cl)cc1 was read as ARNT-TACC3 inh -20, esBAF inh 8, miR122 inh -2, Cneo AK release 1 and Statin myotox sup -4.
For C[C@H]1CN([C@@H](C)CO)S(=O)(=O)c2ccc(C3=CCCC3)cc2O[C@H]1CN(C)C(=O)c1ccccc1 the results were ARNT-TACC3 inh 3, esBAF inh 5, ERp5 block -1, SIRT5 inh 0, miR122 inh 3[16.7 µM], Cneo AK release 49 and Statin myotox sup -17.
`O=S(=O)(c1ccc(Br)s1)N1CCN(CCOc2ccccc2)CC1` gave ARNT-TACC3 inh -5, esBAF inh 1, ERp5 block 1, SIRT5 inh -1, miR122 inh -7, Cneo AK release -1 and Statin myotox sup 6.
Cc1ccc(CNC(=O)C(=O)NCC2OCCN2S(=O)(=O)c2ccc3c(c2)OCCO3)cc1 (stereo unspecified) was read as ARNT-TACC3 inh 3, esBAF inh 1, ERp5 block -5, SIRT5 inh 1, miR122 inh 2, Cneo AK release 2 and Statin myotox sup 10.
`CC1(C)CC(=O)C(C(c2ccncc2)C2C(=O)CC(C)(C)CC2=O)C(=O)C1` gave ARNT-TACC3 inh -6, esBAF inh -1, miR122 inh 1 and Cneo AK release 1.
Cc1ccc2c(c1)C1CN(C)CCC1N2C(=S)Nc1ccc(OC(F)F)cc1 (stereo unspecified) was read as ARNT-TACC3 inh 9, ERp5 block -1 and SIRT5 inh -7.
Screening Cc1nc2ccccc2c2oc(C(=O)N3CCc4ccccc4C3)cc12 returned esBAF inh -10, ERp5 block 6, miR122 inh -6, Cneo AK release 0 and Statin myotox sup -1.
Screening O=c1c(Cc2ccccc2)c(O)c2cccc3c4c(n1c23)CCCC4 returned ARNT-TACC3 inh -2, esBAF inh -12, ERp5 block 3, SIRT5 inh 0, miR122 inh 0, Cneo AK release 1 and Statin myotox sup -3.
O=C(COc1ccc(S(=O)(=O)N2CCCC2)cc1)NCc1ccco1 was read as ARNT-TACC3 inh -29, esBAF inh -3, miR122 inh 7, Cneo AK release -2 and Statin myotox sup 3.
Screening Cc1ccc(S(=O)(=O)N(C)C[C@@H]2OCCCC[C@H](C)Oc3ccc(NC(=O)Nc4ccc5c(c4)OCO5)cc3C(=O)N([C@H](C)CO)C[C@@H]2C)cc1 returned ARNT-TACC3 inh 4, esBAF inh 2, ERp5 block -1, SIRT5 inh 6, miR122 inh -7[16.7 µM] and Cneo AK release 77.
C[C@H](CO)N1C[C@H](C)[C@H](CN(C)Cc2ccc(-c3ccccc3)cc2)Oc2ccc(NC(=O)c3ccncc3)cc2CC1=O was read as ARNT-TACC3 inh 4, esBAF inh -13, ERp5 block 1, SIRT5 inh 13, miR122 inh -11[16.7 µM], Cneo AK release -9 and Statin myotox sup 4.
For CC(C)COc1ccc(C(=O)NNC(=O)c2ccc(=O)[nH]c2)cc1 the results were esBAF inh -5, ERp5 block 3, SIRT5 inh -3, Cneo AK release 2 and Statin myotox sup 0.
For CCN(C(=O)CSc1nc2ccc([N+](=O)[O-])cc2s1)C1CCS(=O)(=O)C1 (stereo unspecified) the results were ARNT-TACC3 inh 31, esBAF inh -11, ERp5 block 6, SIRT5 inh 2, miR122 inh -4, Cneo AK release 2 and Statin myotox sup 5.
For CCCCN(C(=O)C1CC(=O)N(c2ccc(C)cc2)C1)c1c(N)n(CCC)c(=O)[nH]c1=O (stereo unspecified) the results were ARNT-TACC3 inh -5, esBAF inh 6, ERp5 block 1, SIRT5 inh 1, miR122 inh 0, Cneo AK release -2 and Statin myotox sup -3.
Screening COc1ccc(OC)c(CN2CCN(C(=O)c3ccc(S(=O)(=O)Nc4ccccc4F)cc3)CC2)c1 returned ARNT-TACC3 inh 6, esBAF inh -2, ERp5 block 14, SIRT5 inh -1, miR122 inh 7, Cneo AK release 3 and Statin myotox sup 1.
`CCNC(=S)Nc1ccc2c(c1)c(=O)n(C)n2-c1ccc(C(C)(C)C)cc1` gave esBAF inh 3, ERp5 block 0, SIRT5 inh 0, miR122 inh -10, Cneo AK release 1 and Statin myotox sup -1.
COc1ccccc1CN=Cc1[nH]c2ccc(Br)c(Cl)c2c1O was read as ARNT-TACC3 inh 3, esBAF inh -3, miR122 inh 1, Cneo AK release 1 and Statin myotox sup 0.
Screening CO[C@@H]1CN(C)C(=O)c2cc(NS(=O)(=O)c3ccccc3)ccc2OC[C@H](C)N(C(=O)NC(C)C)C[C@@H]1C returned ARNT-TACC3 inh -35, esBAF inh -3, ERp5 block -2, SIRT5 inh -1, miR122 inh 12[16.7 µM], Cneo AK release -1 and Statin myotox sup 7.
Screening Cc1c(C)c2c(OCC(=O)NCCCO)cc3c(c2oc1=O)CCC(C)(C)O3 returned ARNT-TACC3 inh 4, esBAF inh -10, ERp5 block 1, SIRT5 inh -7, miR122 inh 3, Cneo AK release -2 and Statin myotox sup -10.
`C=CCn1c(SCc2ccc(OC)cc2)nnc1-c1cccnc1` gave ARNT-TACC3 inh -7, esBAF inh 2, miR122 inh -9, Cneo AK release -4 and Statin myotox sup -1.
COc1nc(NCCN2CCOCC2)nc(Nc2ccccc2)n1 was read as ARNT-TACC3 inh -5, esBAF inh 35, miR122 inh 3, Cneo AK release 0 and Statin myotox sup -13.
CCCNC(=O)c1c(N)n(-c2ccc(S(N)(=O)=O)cc2)c2nc3ccccc3nc12 was read as ARNT-TACC3 inh -1, esBAF inh -3, miR122 inh -3, Cneo AK release 0 and Statin myotox sup 18.

4 records picked at random from those above:
CCCNC(=O)c1c(N)n(-c2ccc(S(N)(=O)=O)cc2)c2nc3ccccc3nc12 was read as ARNT-TACC3 inh -1, esBAF inh -3, miR122 inh -3, Cneo AK release 0 and Statin myotox sup 18.
COc1nc(NCCN2CCOCC2)nc(Nc2ccccc2)n1 was read as ARNT-TACC3 inh -5, esBAF inh 35, miR122 inh 3, Cneo AK release 0 and Statin myotox sup -13.
Screening Cc1c(C)c2c(OCC(=O)NCCCO)cc3c(c2oc1=O)CCC(C)(C)O3 returned ARNT-TACC3 inh 4, esBAF inh -10, ERp5 block 1, SIRT5 inh -7, miR122 inh 3, Cneo AK release -2 and Statin myotox sup -10.
`C=CCn1c(SCc2ccc(OC)cc2)nnc1-c1cccnc1` gave ARNT-TACC3 inh -7, esBAF inh 2, miR122 inh -9, Cneo AK release -4 and Statin myotox sup -1.

High-throughput results as filed in PubChem.
